miR-122 sensor = blocks miR-122 activity in Huh7 sensor cells; Huh7 miR-122 Renilla luciferase sensor, 48 h; neutral wells = 0, positive control = 100; activation (reporter increase), % at 12.5 µM; 340,000 compounds, 0.3% hits;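 active = mean replicate activation score at least 90 and every replicate individually at or above 90; inconclusive = only one of the two criteria met; inactive = neither criterion met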;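 also: higher luciferase means less miR-122 activity so hits act as miR-122 inhibitors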
* = called active by the depositor; ? = inconclusive. This is a subset, so the mix of outcomes need not match the whole.

miR-122 sensor | mol
1.4 | CCOc1ccc(/C=C/C(=O)c2c(O)c3ccccc3oc2=O)cc1
-10.8 | O=C(O)c1cccc(Nc2ncnc3c2cnn3-c2ccccc2)c1
-3.9 | O=C(NC1CCCCC1)N(Cc1ccc(F)cc1)Cc1nc2ccccc2c(=O)[nH]1
2.0 | CCOc1cc(S(=O)(=O)N2CCCCC2)ccc1Cl
-1.0 | CCS(=O)(=O)c1ccc2oc(SCC(=O)c3ccco3)nc2c1
4.1 | COCCn1c(SCC(=O)N2CCC(C)CC2)nc2ccccc2c1=O
1.2 | Cc1cccc(C)c1OCCCCn1cnc2ccccc2c1=O
1.1 | Cc1c(C(=O)NCCSCc2ccco2)cccc1[N+](=O)[O-]
2.1 | COc1ccc(-n2nnnc2-c2nc3ccccc3s2)cc1
-1.9 | Cc1sc(NC(=O)c2cccc([N+](=O)[O-])c2)c(C(N)=O)c1-c1ccc(C(C)(C)C)cc1
-2.0 | CCOC(=O)Cn1nnnc1C(CC)N(Cc1cccs1)Cc1cc2cc(C)ccc2[nH]c1=O (configuration not stated)
6.6 | O=C(CSc1nnc(CNC(=O)c2cccs2)o1)c1ccccc1
19.1 | CCN(CC)S(=O)(=O)c1ccc(Cl)c(C(=O)NCc2ccccc2Cl)c1
6.0 | CCN(CC)c1ccc(C2C(C(C)=O)C(=O)CC(C)(O)C2C(C)=O)cc1 (configuration not stated)
-6.8 | c1ccc(-c2nc(-c3ccco3)cs2)nc1
-1.3 | CCOC(=O)N1CCN(C(=O)C2CCN(S(=O)(=O)N(CC)CC)CC2)CC1
-5.2 | COc1ccc(-c2c[n+]3c4n2CCCCC4=C(c2ccccc2)C3)cc1
-3.3 | O=C(CSCc1cccc(Cl)c1)NCc1ccc2c(c1)OCO2
-4.2 | O=C(NCc1ccc2c(c1)OCO2)c1cc2c(s1)CS(=O)(=O)C2
-8.3 | COc1ccc2cc(/C=C/C(=O)N3CCN(CC(=O)N4CCCCCC4)CC3)ccc2c1
-2.4 | COc1cccc2c1cc1c(=O)n(CC(=O)NCCCN3CCCCC3)nc(C)n12
9.0 | CCOCCCNS(=O)(=O)c1ccc2c(c1)OCCO2
-9.1 | Cn1c(=O)c2[nH]c(NCCCN3CCOCC3)nc2n(C)c1=O
2.3 | CSc1ccccc1C(=O)N1CCN(c2ccc(F)cc2)CC1
0.6 | CC1(C)CC(=O)CC(C)(C)N1OC(=O)c1ccco1

Other entries follow.
miR-122 sensor | mol
2.3 | COc1ccc2cc(CN(Cc3ccco3)Cc3nnnn3C3CCCCC3)c(=O)[nH]c2c1
1.7 | O=C(Nc1ccccc1OC(F)F)c1ccc(F)cc1
1.3 | CCn1c(COc2ccccc2)nnc1SCC(=O)NC1CCCCC1
11.2 | CCCCCNC(=O)c1cc(S(=O)(=O)N2CCCCC2)ccc1F
-2.1 | O=C(OCCN=C1NS(=O)(=O)c2ccccc21)c1ccncc1
2.0 | Cc1ccc(OCc2ccoc2C(=O)O)cc1C
-9.2 | CON(C)c1nc(OCCNC(=O)OCc2ccc(Cl)cc2C)nc(N(C)C)n1
-5.5 | CC(C)(C)C1=C(C#N)C(c2cc3c(cc2Br)OCO3)C(C#N)=C(N)O1 (configuration not stated)
4.7 | Cc1ccc(C(=O)COC(=O)c2cc(Cl)nc3ccccc23)cc1C
6.8 | CCC(C(=O)NCc1ccc(F)cc1)N(Cc1ccco1)C(=O)c1snc(C(N)=O)c1N (configuration not stated)
23.5 | CCSc1ccc(-c2nn(-c3ccccc3)cc2/C=C(/C#N)C(=O)NC)cc1
19.4 | CC(=O)Nc1ccc(S(=O)(=O)Nc2nc3ccccc3nc2N2CCCCCC2)cc1
0.0 | CC(C)CCn1cnc2c1c(=O)n(C)c(=O)n2C
59.7 | COc1ccccc1NS(=O)(=O)c1ccc(Br)s1
-6.3 | C=C(C)C(=O)Nc1cccc(C2=NOC3(C2)C[C@@H](C(N)=O)N(C(=O)c2ccc(OC)cc2)C3)c1 (some centres not stated)
-4.1 | Cc1oc(-c2ccccc2F)nc1CN1CCC(C(=O)NC2CC2)CC1
-4.0 | COc1ccc(CCNC(=O)C/C(C)=N/NC(=O)c2ccc(N)cc2)cc1OC
? | CN(C)S(=O)(=O)NC(c1ccccc1)c1ccccc1
-0.6 | COC(=O)c1cn(NC(=O)c2ccncc2)c(=O)c2ccccc12
-1.2 | CCOc1cc(CO)cc(Br)c1OCC(=O)O
13.5 | CCCNC(=O)Cc1ncn[nH]1
-6.7 | CC1CCc2cc(F)cc3c(O)c(C(=O)NCC4CCCO4)c(=O)n1c23 (configuration not stated)
-4.8 | COc1ccc(C(=O)c2ccc(CC#N)s2)cc1
-7.7 | COC(=O)c1[nH]c2cc(OC)ccc2c1NC(=O)CN1CCC(C(N)=O)(N2CCCCC2)CC1
0.7 | Cc1ccccc1C(=NC(=O)c1ccccc1)c1ccccc1

Part of the list above, as labelled records.
CC1CCc2cc(F)cc3c(O)c(C(=O)NCC4CCCO4)c(=O)n1c23 (configuration not stated)
  miR-122 sensor = -6.7

COc1ccccc1NS(=O)(=O)c1ccc(Br)s1
  miR-122 sensor = 59.7

Cc1ccc(OCc2ccoc2C(=O)O)cc1C
  miR-122 sensor = 2.0

COc1ccc(CCNC(=O)C/C(C)=N/NC(=O)c2ccc(N)cc2)cc1OC
  miR-122 sensor = -4.0

Returning to the listing with the 4 entries that preceded the break.
miR-122 sensor | mol
-6.7 | CC1CCc2cc(F)cc3c(O)c(C(=O)NCC4CCCO4)c(=O)n1c23 (configuration not stated)
-4.8 | COc1ccc(C(=O)c2ccc(CC#N)s2)cc1
-7.7 | COC(=O)c1[nH]c2cc(OC)ccc2c1NC(=O)CN1CCC(C(N)=O)(N2CCCCC2)CC1
0.7 | Cc1ccccc1C(=NC(=O)c1ccccc1)c1ccccc1
-5.1 | c1ccc(CCc2nc(-c3cccnc3)no2)cc1
-0.9 | COc1ccccc1Oc1coc2cc(O)ccc2c1=O
0.9 | CC1CCC(NC(=O)C2c3ccccc3C(=O)N2CCCN2CCOCC2)CC1 (configuration not stated)
-8.5 | COC(=O)C(NC(=O)c1ccc(C)cc1)(Nc1cccc(C)n1)C(F)(F)F (configuration not stated)
-2.6 | Cc1cc2ncn(S(=O)(=O)N3CCCCC3)c2cc1C
7.4 | Cc1nc(Nc2nc3c(c(=O)[nH]2)CCC3)nc2ccccc12
-13.1 | COc1ccc(C(C)NC(=O)c2ccoc2C)cc1OC (configuration not stated)
5.4 | CC1(C)CC(=O)C=C(NCCN2CCN(C(=O)Nc3ccc(Cl)c(Cl)c3)CC2)C1
8.3 | COc1cc(/C=N/N(C)c2ccccc2)cc(Cl)c1O
5.6 | CCn1c(CNc2nc(-c3ccccc3)cs2)nnc1SCC(=O)NCc1ccco1
-2.5 | COc1ccccc1CN1C(=O)[C@@H]2C(CCC(N)=O)NC3(C(=O)Nc4c3ccc(Cl)c4C)[C@@H]2C1=O (some centres not stated)
-0.2 | O=C(NCc1ccco1)c1cc(-c2ccc(F)cc2)on1
12.2 | Cc1cc(NC(=O)CS(=O)(=O)c2cn(Cc3ccccc3Cl)c3ccccc23)no1
-5.5 | CC(C)Oc1cccc(C(=O)NC(=S)Nc2ccc3c4c(cccc24)CC3)c1
-3.1 | CCc1ccc(/C=C\C(=O)N2CCc3ccccc3C2)cc1
-1.7 | O=C(Nc1nnc(-c2ccco2)s1)c1ccccc1
0.8 | Cc1ccc(SCc2nnc(N)s2)cc1
-4.4 | O=C(COc1ccc(Cl)cc1)Nc1cnn(Cc2c(Cl)cccc2Cl)c1
-3.6 | N#Cc1sc2nc(N3CCCCC3)c3c(c2c1N)CCCC3
-0.3 | Cc1cc(C)cc(OCC(=O)Nc2ccc(N3CCN(S(C)(=O)=O)CC3)cc2)c1
4.1 | O=C1CC(c2ccc(F)cc2)Cc2nc(NCC3CCCO3)ncc21 (configuration not stated)
-1.5 | O=C(NCCO)c1cc2ccccc2cc1O
7.2 | Cc1ccc(S(=O)(=O)N(CC(=O)NCCSc2ccccn2)c2cc(C)cc(C)c2)cc1
-0.3 | Cc1ccc(C(=O)Nc2ccc([N+](=O)[O-])cn2)o1
-7.1 | Cc1ccc(-n2nc(C(=O)NCc3ccco3)c3c4ccccc4n(C)c3c2=O)cc1

(list continues)
miR-122 sensor | mol
-5.4 | CCc1c(C)sc(NC(=O)/C=C/c2ccc3c(c2)OCO3)c1C(=O)OC
4.3 | CCCn1c(=O)c2ccccc2n2c(SCC(=O)NCc3cccs3)nnc12
-4.9 | CN(CC(=O)N1CCN(c2ccccn2)CC1)S(=O)(=O)c1cccc2nsnc12
-1.0 | Cc1ccccc1OCC(=O)NNC(=O)C1CCCCC1C(=O)O (configuration not stated)
-0.3 | O=C(Nc1ccc(Oc2cccnc2)cc1)c1ccccc1F
-1.1 | COc1ccc(/C=C(/NC(C)=O)C(=O)O)cc1
-0.6 | COC(=O)c1c(C(=O)OC)c2cc(C)ccn2c1Cl
-0.9 | CCCCC(=O)Nc1ccc(C(=O)N2CCN(C)CC2)cc1
0.4 | Cc1cccc(OCc2nc(-c3nonc3N)no2)c1C
2.9 | O=C(c1ccc(Br)o1)N1CCN(c2ncccn2)CC1
-12.9 | Cc1nc(N2CCOCC2)c(C#N)c(C)c1Br
? | CC(=O)Nc1ccc(C(=O)Nc2ccc(S(=O)(=O)NCC3CCCO3)cc2)cc1 (configuration not stated)
-2.9 | CCN1CCN(C(=O)C2(NC(=O)Nc3ccccc3Cl)CCCCC2)CC1
3.6 | CCc1cccc(NC(=O)CN(C)S(=O)(=O)c2cnc[nH]2)c1
0.3 | CCCSc1nc(N)c(C#N)c(-c2ccc(C)cc2)c1C#N
9.3 | O=S(=O)(NCc1cc(-c2ccc(Cl)cc2)no1)c1ccccc1
-0.6 | NC(=O)c1ccccc1NS(=O)(=O)c1ccc2c(c1)OCCO2
-6.0 | O=C(NCCOc1ccccc1)c1cc2ccccc2o1
1.6 | COc1ccc(NC(=O)C(C)Sc2ccccc2)cc1 (configuration not stated)
-4.0 | O=C(COc1ccc(Cl)cc1Cl)N(Cc1ccco1)C1CCS(=O)(=O)C1 (configuration not stated)
0.9 | OCCNc1nc2ccccc2n1-c1ncnc2sc3c(c12)CCC3
1.5 | Cc1ccc(-n2c(SCC(=O)NCc3ccc4c(c3)OCO4)nnc2-c2cccnc2)c(C)c1
-1.2 | CCOC(=O)COc1c(Br)cc(/C=C2\SC(=O)N(CC(=O)N3CCCC3)C2=O)cc1OC
1.0 | Cc1nn2c(-c3ccccc3)ccnc2c1-c1ccccc1
-3.7 | COC(=O)c1cn(CC(=O)N2CCCCCC2)c2ccccc12

The last two records of the part before lead into the next:
miR-122 sensor | mol
1.0 | Cc1nn2c(-c3ccccc3)ccnc2c1-c1ccccc1
-3.7 | COC(=O)c1cn(CC(=O)N2CCCCCC2)c2ccccc12
0.2 | COC(=O)c1ccccc1NC(=O)Nc1cc(C)cc(C)n1
-1.2 | C=CCNc1nc(-c2ccc(Cl)cc2)cs1
0.9 | O=S(=O)(NC1=NCCC1)c1cccs1
3.8 | Nn1c(SCc2nc3ccccc3[nH]2)nnc1C1CCCCC1
2.3 | COC(=O)c1cc(Br)c(=O)n(-c2cc(C)on2)c1
2.6 | COC(=O)c1cccc(C(=O)Nc2ccc(C)cc2Br)n1
-0.1 | CC(C)(C)NC(=O)/C=N/O
-1.0 | O=C(COc1ccc(Br)cc1)N1CCC(c2ccccc2)C1 (configuration not stated)
4.1 | Cc1nn(-c2nc3ccccc3s2)c(N)c1Sc1ccc(F)cc1
-7.4 | O=c1cc(CSc2nnnn2-c2ccccc2)nc2nc[nH]n12
-5.1 | NNC(=O)c1cn2ccccc2n1
0.7 | Cc1onc(-c2ccccc2Cl)c1C(=O)Nc1ccccc1
-2.7 | c1ccc(-c2cnc(-c3ccccc3)nc2)cc1
-0.2 | CCOc1ccc(OCc2ccc(C(=O)NCc3cccnc3)o2)cc1
-0.3 | Cc1nc2ccccc2n1CC(=O)OCC(=O)Nc1ccc2c(c1)OCCO2
-4.7 | CCSCCC(NC1=CC(=O)CC(C)(C)C1)C(=O)O (configuration not stated)
? | COc1ccc(S(=O)(=O)Nc2ccc(S(=O)(=O)Nc3ccc(F)cc3)cc2)cc1C
-2.0 | c1ccc(Cn2nnnc2C(c2ccccc2)N2CCN(c3nc4ccccc4s3)CC2)cc1 (configuration not stated)
-7.9 | O=C(CN1C(=O)c2ccccc2S1(=O)=O)NCc1ccccn1
3.7 | CCOC(=O)c1c(N)sc2c1CCS(=O)(=O)C2
5.7 | COc1ccc(-c2csc(Cc3nnc(N4CCOCC4)n3-c3ccccc3)n2)cc1
-1.8 | O=C(N/N=C\c1cn(-c2ccccc2)nc1-c1ccccc1)c1ccc(Br)o1
-7.8 | O=C(Cc1cccs1)OCC(=O)c1ccco1
-5.7 | O=C(COc1ccc(Cl)cc1)N1CCCC1
-10.7 | Cc1cc(NC(=O)CCC(=O)N(CC(=O)NCC2CCCO2)c2ccc3c(c2)OCCO3)no1 (configuration not stated)

Next section
miR-122 sensor | mol
-2.1 | O=C(CCC(=O)CCN1CCCCC1)CCN1CCCCC1
-5.4 | COc1ccc(S(=O)(=O)N(C)CC(=O)Nc2ccc3c(c2)OCO3)cc1
-17.4 | O=C(NCCc1ccc2c(c1)OCCO2)c1cc2ccccc2o1
-13.2 | O=C(COC(=O)c1cccc(S(=O)(=O)N2CCOCC2)c1)Nc1nc(-c2ccccc2Cl)cs1
0.0 | CCOC(=O)/C=C1\SCC(=O)N1Cc1nnc(-c2ccccc2Br)o1
0.0 | O=C(CN1CCN(S(=O)(=O)c2ccc(Br)cc2)CC1)Nc1ccc2c(c1)OCO2
23.3 | CCCCOC(=O)c1ccc(NS(=O)(=O)c2cc(-c3nnnn3CC)ccc2OC)cc1
4.2 | OCCN=c1cc(-c2ccccc2)oc2ccc(Cl)cc12
-1.9 | CN1CCN(Cc2c(O)ccc3c(-c4ccccc4)cc(=O)oc23)CC1
-2.8 | Cc1cc(C)nc(-n2nc(C)cc2NC(=O)CN2CCCC(C)C2)n1 (configuration not stated)
-1.4 | O=C(/C=C/c1c(Cl)cccc1Cl)NCCc1ccccc1
83.2 | CCCCn1c(SCc2nc3ccccc3s2)nc2cc(S(N)(=O)=O)ccc21
6.5 | COc1ccc(Cl)cc1C(=O)CSc1nnnn1C1CCCCC1

Source: PubChem BioAssay
